Assay outcomes (PubChem BioAssay)
PGK inhibitor: qHTS Assay to Find Inhibitors of Phosphoglycerate Kinase; PGK/GAPDH coupled, Kinase-Glo luminescence, 60 min; Potency, µM (highest dose often 57.5 µM), without a hit: at the highest dose activity change, negative = inhibition, most hits filed as inhibitors; Phosphoglycerate kinase, glycosomal (Trypanosoma brucei brucei), P07378; hit rate 0.043% among 380,000; note: potency is the fitted concentration of half-maximal effect; % is set by controls: 0 for no effect and ±100 for the full control effect; nearly all actives have a fitted effect of over 60% in size
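Recombinant glycosomal PGK reaction used 1,3-bisphosphoglycerate generated in-well by GAPDH (100nM final) in 100mM TEA pH 7.6, 5mM MgCl2, 0.01% Tween-20. After 60 minutes at room temperature, ATP was read by Kinase-Glo Plus luminescence end-point.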
Pin1 inhibitor: qHTS Assay to Find Inhibitors of Pin1; Pin1 FP peptide displacement, HiFluor488, 10 min; Potency, µM (series often up to 115 µM), for the others: top-dose activity, negative = inhibition, usual class: inhibitors; hit rate 0.009% among 390,000; AID 504891, 2011; active = well fitted inhibition curve with a large enough effect in the polarisation, with a control signal flat, not every such curve was filed as active; inconclusive = small, poorly fitted or top-dose-only effect, or effect the other way, or a change in a side signal; inactive = no such curve, though single readings can be large or run the other way; the % refers to the polarisation; note: potency is the fitted concentration of half-maximal effect; % is set by controls: 0 for no effect and ±100 for the full control effect
Target sequence (Q13526 whole entry, looked up): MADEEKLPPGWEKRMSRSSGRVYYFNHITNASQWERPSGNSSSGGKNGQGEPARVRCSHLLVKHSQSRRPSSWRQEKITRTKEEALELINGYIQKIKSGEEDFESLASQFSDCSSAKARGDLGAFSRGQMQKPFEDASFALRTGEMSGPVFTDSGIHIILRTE
USP1 inh: Inhibitors of USP1/UAF1: Primary Screen | Potency, µM (series often up to 57.1 µM), inactives show top-dose activity change, negative = inhibition, usual class: inhibitors | recombinant USP1/UAF1, Ub-Rhodamine cleavage fluorescence | Ubiquitin carboxyl-terminal hydrolase 1 (Homo sapiens), O94782 | hit rate 0.23% among 390,000; note: potency is the fitted concentration of half-maximal effect; % is set by controls: 0 for no effect and ±100 for the full control effect; nearly all actives have a fitted effect of over 60% in size; inactives centre near -12
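In this screen, compounds sit with the deubiquitinase complex (1nM) for 15 min at room temperature before Ub-Rho is added at 150nM final. Fluorescence rise is then followed for 6 reads every 60 seconds.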
PI4K2A inh: qHTS for small molecular inhibitors of PI4K2A; Phosphatidylinositol 4-kinase type 2-alpha (Homo sapiens), Q9BTU6; purified PI4K2A, ADP-Glo luminescence, 1 h; active compounds read low; activity change, negative = inhibition, % at 76.9 µM; hit rate 0.13% among 420,000; AID 1346378, 2018; in the data active = activity change below about -50%; inconclusive = mostly about -30% to -49%;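 note: -100% = wells without enzyme as full effect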
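ADP-Glo luminescence measured ADP generated by PI4K2A enzyme (4 ug/mL before mixing) with 1.2 mM PI substrate (pre-mix) and 300 microM ATP (pre-mix). Tris pH7.5 buffer with MgCl2, Triton X-100; 1 h reaction at ambient temperature.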
TrxR1 substrate: qHTS Assay for Substrates of Mammalian Selenoprotein Thioredoxin Reductase 1 (TrxR1): qHTS | AID 588456, 2011 | Potency, µM (series often up to 114 µM), inactives show at the highest dose activity change, negative = substrate turnover | purified TrxR1 substrate turnover, NADPH consumption readout | Thioredoxin reductase 1, cytoplasmic (Rattus norvegicus), O89049 | hit rate 0.01% among 390,000; note: potency is the fitted concentration of half-maximal effect; % is set by controls: 0 for no effect and ±100 for the full control effect; nearly all actives have a fitted effect of over 50% in size
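Rat TrxR1, dispensed at 90 nM, was prereduced with 400 uM NADPH (final) for 5 min at ~22 deg C, then incubated with compound 15 min before 400 uM selenite. A first-read NADPH fluorescence drop versus no-compound background flagged substrates.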
rTrxR1 inhibitor: qHTS Assay for Inhibitors of Mammalian Selenoprotein Thioredoxin Reductase 1 (TrxR1): qHTS; Thioredoxin reductase 1, cytoplasmic (Rattus norvegicus), O89049; recombinant rTrxR1, NADPH fluorescence consumption, selenite substrate; Potency, µM (doses to about 114 µM), for the others: at the highest dose activity change, negative = inhibition, most hits filed as inhibitors; hit rate 1% among 390,000; AID 588453, 2011; note: potency is the fitted concentration of half-maximal effect; % is set by controls: 0 for no effect and ±100 for the full control effect; nearly all actives have a fitted effect of over 65% in size
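Rat TrxR1 (90 nM in the dispensed reagent) was pre-reduced with 400 uM NADPH for 5 min at room temperature, then incubated with compound for 15 min. After 400 uM selenite was added, NADPH fluorescence (Ex 340/Em 450 nm) was followed for 8 min.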
GLS inhibitor: qHTS for Inhibitors of Glutaminase (GLS) | Glutaminase kidney isoform, mitochondrial (Homo sapiens), O94925 | GLS enzymatic activity, qHTS titration | Potency, µM (series often up to 45.5 µM), inactives show at the highest dose activity change, negative = inhibition, hits mostly inhibitors | hit rate 0.21% among 410,000 | AID 624170, 2012; note: potency is the fitted concentration of half-maximal effect; % is set by controls: 0 for no effect and ±100 for the full control effect
Target sequence (O94925 whole entry, looked up, canonical isoform): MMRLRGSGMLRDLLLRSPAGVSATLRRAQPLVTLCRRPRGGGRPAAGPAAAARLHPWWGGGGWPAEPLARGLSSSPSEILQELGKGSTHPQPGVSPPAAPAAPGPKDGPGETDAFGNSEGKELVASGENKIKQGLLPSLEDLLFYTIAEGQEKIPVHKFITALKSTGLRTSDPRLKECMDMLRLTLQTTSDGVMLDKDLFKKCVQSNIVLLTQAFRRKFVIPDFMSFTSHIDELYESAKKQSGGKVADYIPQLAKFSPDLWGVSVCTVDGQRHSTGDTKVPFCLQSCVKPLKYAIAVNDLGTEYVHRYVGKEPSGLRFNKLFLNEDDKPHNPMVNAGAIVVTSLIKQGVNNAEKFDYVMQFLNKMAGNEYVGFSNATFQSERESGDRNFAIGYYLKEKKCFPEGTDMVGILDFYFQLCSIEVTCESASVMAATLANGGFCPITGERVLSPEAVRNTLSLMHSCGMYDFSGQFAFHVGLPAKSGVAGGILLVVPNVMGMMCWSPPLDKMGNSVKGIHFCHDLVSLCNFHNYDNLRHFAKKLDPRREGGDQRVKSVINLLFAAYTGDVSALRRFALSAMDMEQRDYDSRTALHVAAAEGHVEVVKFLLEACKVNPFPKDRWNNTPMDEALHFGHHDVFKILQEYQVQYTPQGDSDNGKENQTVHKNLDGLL
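Coupled fluorescence readout: glutamate oxidase/HRP/Amplex Red detect glutamate formed by hKGA from L-glutamine (1 mM solution added). Buffer 45 mM KH2PO4 pH 8.2, 0.02% Tween-20; reads at t0 and 30 min RT.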
HP1b binding inh: HTS for Inhibitors of HP1-beta Chromodomain Interactions with Methylated Histone Tails; Potency, µM (doses to about 114 µM), without a hit: top-dose activity change, negative = inhibition, usual class: inhibitors; Chromobox protein homolog 1 (Homo sapiens), P83916; hit rate 0.56% among 390,000; AlphaScreen HP1-beta / biotin-H3K9me3 peptide binding; AID 540317, 2011; note: potency is the fitted concentration of half-maximal effect; nearly all actives have a fitted effect of over 70% in size; inactives centre near 23
Target sequence (P83916 whole entry, looked up): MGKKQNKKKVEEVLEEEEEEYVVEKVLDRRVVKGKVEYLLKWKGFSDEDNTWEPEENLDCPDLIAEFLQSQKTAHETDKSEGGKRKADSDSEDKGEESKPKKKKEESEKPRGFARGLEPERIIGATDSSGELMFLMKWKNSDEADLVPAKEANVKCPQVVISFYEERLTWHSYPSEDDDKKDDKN
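HP1-beta protein (50 nM final) preincubated 30 min at room temperature with biotinylated H3(1-18)K9me3 peptide (50 nM) in PBS pH 7.4, 0.01% Tween-20, then compound added for 30 min. AlphaScreen streptavidin donor/nickel chelate acceptor beads (10 ug/mL final), 30 min dark, luminescence read.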
mIDH1 inhibitor: qHTS for Inhibitors of mutant isocitrate dehydrogenase 1 (IDH1): qHTS. AID 602179, 2012. Potency, µM (top dose mostly 76.6 µM), for the others: top-dose activity change, negative = inhibition, hits mostly inhibitors. IDH1-R132H enzyme, NADPH consumption, diaphorase/resazurin fluorescence. hit rate 0.093% among 390,000; note: potency is the fitted concentration of half-maximal effect; % is set by controls: 0 for no effect and ±100 for the full control effect; nearly all actives have a fitted effect of over 65% in size
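IDH1-R132H (0.5 ug/mL dispensed) in pH 7.5 Tris buffer was preincubated 30 min with compound, then given a substrate mix of 0.016 mM NADPH and 2 mM alpha-KG for 80 min at room temperature; remaining NADPH was read by diaphorase/resazurin fluorescence.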
An asterisk follows results filed as active; i = inactive; ? = inconclusive; / = no result given; & = joins results of further samples; [ ] = remark or other dose. Unless noted, calls come from the whole dose curve; as a rule, active = well fitted curve in the direction sought with a large enough effect; inconclusive = small, poorly fitted or top-dose-only effect, or another doubt; inactive = no such curve, though single readings can be large; an effect the other way counts as inactive or inconclusive. These rows are one share of the data; rates above refer to the full screens.

SMILES	PGK inhibitor	Pin1 inhibitor	USP1 inh	PI4K2A inh	TrxR1 substrate	rTrxR1 inhibitor	GLS inhibitor	HP1b binding inh	mIDH1 inhibitor
CCN(CC)CCCNC(=O)C(C)n1nc(C)c2sc3ccccc3c2c1=O (centres undefined)	-12%	1%	-19%	-1	6%[57.1 µM]	11%[57.1 µM]	13%	23%	5%
O=C(Nc1cccc(Br)c1)c1cccc(OC(=S)N2CCOCC2)c1	-8%	2%	-12%	-1	6%[57.1 µM]	7%[57.1 µM]	7%	38%	5%
CCN(Cc1ccccc1)S(=O)(=O)c1ccc(F)c(C(=O)Nc2ccc(C(C)C)cc2)c1	i	-2%	-21%	4	-5%[57.1 µM]	16%[57.1 µM]	-14%	59%[activator]	0%
O=C(COC(=O)c1ccccc1[N+](=O)[O-])c1ccc2c(c1)OCO2	?	-5%	-11%	?	-8%	-6%	-9%	4%	4%
Cc1ccccc1-c1cn(-c2ccccc2)c(=S)[nH]1	0%	-4%	-3%	3	14%	-15%	11µM*	-19%	1%
CC(=O)c1ccc(NC(=O)/C(Cl)=C/c2ccccc2)cc1	i	-8%	-16%	-7	-10%	21%[57.1 µM]	-2%	29%	8%
COc1ccc(-c2noc(CCC(=O)N3CCN(c4ccccc4C)CC3)n2)cc1	i	?	-19%	-2	-1%	18%	0%	72%[activator]	-1%
CC1(CCOCc2ccccc2)NC(=O)NC1=O (centres undefined)	8%	3%	-9%	6	3%	13%	-6%	19%	1%
N#Cc1c(C(F)(F)F)cc(=O)n2c1[nH]c1ccccc12	2%	-4%	-6%	-6	953%[activator][57.1 µM]	118%[activator][57.1 µM]	5%	10%	0%
O=C(O)C1C2CCC(C2)C1C(=O)Nc1cc(F)ccc1F (centres undefined)	-7%	0%	-13%	3	-3%	-9%	-7%	41%[activator]	2%
CC(=O)c1c(OC(=O)c2ccc(C)cc2)c2ccccc2n1C	-4%	13%	-22%	-1	3%	20%	10%	35%[activator]	-4%
NCCOc1ccc(C2CCCCC2)cc1	0%	-5%	-18%	2	-1%[57.1 µM]	14%[57.1 µM]	-10%	19%	2%
COc1ccccc1/C=C/CN1CCN(c2ccccc2)CC1	-5%[11.5 µM]	3%	2%	0	4%	5%	19%	?	2%
COc1ccc2nc(NC(=O)CCNC(=O)c3ccccc3Cl)sc2c1	-13%	-6%	-20%	-2	0%[57.1 µM]	6%[57.1 µM]	-9%	23%	0%
N#Cc1ccc(C(=O)Nc2ccccc2-c2nc3ccccc3s2)c(F)c1	9%	-1%	-9%	2	-1%	7%	7%	39%[activator]	0%
CC(C)(C)OC(=O)N1CCN(C(=O)c2[nH]cnc2C(=O)Nc2ccc(Cl)cc2)CC1	-3%	0%	-35%	-4	-7%	-2%	0%	41%[activator]	2%
Cc1nc(N2CCOCC2)c2c(C(=O)N3CCN(c4ccccc4)CC3)c(C)oc2n1	8%	-4%	-22%	-2	-4%	15%	3%	29%	-8%
O=C(Oc1ccc(=O)n(-c2ccccc2)n1)c1cccc(Cl)c1	0%	5%	-16%	8	13%[57.1 µM]	3.5µM*	5%	49%	0%
COc1cc(OC)c(C2=NOC(C(=O)Nc3ccc4c(c3)OCO4)C2)cc1Cl (centres undefined)	-3%	0%	-20%	0	-5%	11%[57.1 µM]	-7%	-8%	9%
O=C(CC1C(=O)N(c2ccc(Cl)cc2)C(=S)N1CCc1ccncc1)Nc1ccc(F)cc1 (centres undefined)	/	12%	-15%	-4	-11%	17%	-3%	43%[activator]	2%
COc1cc(CC(=O)OCC(=O)Nc2ccc(N(C)C)cc2)cc(OC)c1OC	-6%	-3%	-7%	-2	-3%	32%	36%[activator]	2%	-9%
CC(=O)N1CCN(C(=O)COc2ccc(Br)cc2)CC1	-5%	5%	5%	0	-5%	2%	1%	12%	1%
Cc1cccc(NC(=O)Nc2ccc(Oc3c(F)c(F)c(F)c(F)c3F)cc2)c1	/	8%	-9%	-3	3%	12%[57.1 µM]	-3%	25%	0%
O=C(Cc1ccc(F)cc1)NCCS(=O)(=O)N1CCN(c2cccc(Cl)c2)CC1	-5%	7%	1%	-6	-1%	21%	1%	19%	2%
O=C(CSc1ccccn1)N1CCN(c2ncc(C(F)(F)F)cc2Cl)CC1	-5%	1%	-4%	-3	9%[57.1 µM]	31%[57.1 µM]	-9%	28%	3%
COc1cc(/C=C2\C(=O)ON=C2c2ccccc2)cc(Br)c1O	-3%	8%	?	6	-15%	11µM*	42%[activator]	28µM*	-2%
CC1=CC(c2ccccc2)=Nc2ccc(C)cc2N1	-9%	15%	-22%	-12	10%	-13%	1%	25%	0%
O=C1NC(=S)SC1=Cc1cccs1	i	-15%	?	-9	?	?	0%	?	-13%
CN(Cc1ccccc1)C(=O)CN1C(=O)c2ccc([N+](=O)[O-])cc2C1=O	1%	-1%	-23%	2	-9%	-21%	-9%	?	0%
CCCC(=O)N1CCc2cc(OC)c(OC)cc2C1COc1ccccc1OC (centres undefined)	0%	-4%&0%	-24%&-18%	1&0	3%	11%	2%&-11%	39%&-3%[activator]	4%&-1%

GLS inhibitor, entries above that show a hit.
SMILES	PGK inhibitor	Pin1 inhibitor	USP1 inh	PI4K2A inh	TrxR1 substrate	rTrxR1 inhibitor	GLS inhibitor	HP1b binding inh	mIDH1 inhibitor
Cc1ccccc1-c1cn(-c2ccccc2)c(=S)[nH]1	0%	-4%	-3%	3	14%	-15%	11µM*	-19%	1%

Going on with the list.
SMILES	PGK inhibitor	Pin1 inhibitor	USP1 inh	PI4K2A inh	TrxR1 substrate	rTrxR1 inhibitor	GLS inhibitor	HP1b binding inh	mIDH1 inhibitor
COc1ccc(OC)c(CNS(=O)(=O)c2c(C(=O)N3CCC(C)CC3)c(C)n(C)c2C)c1	0%	-1%	-8%	4	-3%[57.1 µM]	-7%[57.1 µM]	7%	23%	-1%
CCC(C)C(=O)Nc1nccs1 (centres undefined)	i	2%	-8%	-23	12%[11.4 µM]	18%[11.4 µM]	5%	19%	4%
CN1CCN(S(=O)(=O)c2cccc(C(=O)Oc3ccc(C(C)(C)C)cc3)c2)CC1	-2%	3%	-10%	2	-14%	-4%	-3%	-9%	5%
O=S(=O)(NCC1CCCO1)c1cccc(C(F)(F)F)c1 (centres undefined)	-9%	0%	-5%	3	8%	4%	-3%	38%	9%
Cc1cc2[nH]c3ccccc3c2cn1	1%	-5%	-6%	6	8%[57.1 µM]	-5%	3%	26%	2%
CCCc1cc(=O)[nH]c(SCC(=O)Nc2ccc(C(=O)Nc3ccccc3OC)cc2)n1	-6%	34%[activator]	-20%	-1	-7%	-10%	-11%	27%	2%
CCOC(=O)Cn1c(=N)n(CCOc2ccc(OC)cc2)c2ccccc21	-1%&5%	8%&-1%	?	-2&-7	-3%&-5%	-8%&-8%	-3%&-2%	16%&11%	10%&-2%
Nc1c(C(=O)N2CCOCC2)sc2nc(N3CCOCC3)c3c(c12)CCCC3	-5%	-1%	-13%	3	28%	-1%	9%	5%	11%
CCOCCCNC(=O)C(NC(=O)CNC(C)=O)c1ccc(C)cc1 (centres undefined)	2%	4%	-9%	-3	3%	12%	7%	14%	17%
C#CCOC(=O)CN1C(=O)c2cccc3cccc(c23)C1=O	4%	5%	4%	-1	30%[activator][57.1 µM]	-5%[57.1 µM]	0%	40%[activator]	2%
CC1=CC2=NC(=O)/C(=C\c3cn(C)c4ccccc34)C(=N)N2O1	-3%	?	-17%	-1	9%	-22%	-11%	37%	8%
COC(=O)c1ccc(SCC(=O)N2CCC(C)CC2)c([N+](=O)[O-])c1	-1%	4%	-11%	0	-19%	-16%	-5%	7%	4%
CCn1cc(-c2csc(N)n2)c(C)n1	2%	3%	-22%	12	5%	105%	-6%	18%	-1%
COc1ccc(-n2c3c(c(=O)[nH]c2=O)C(NC(=O)c2ccccc2Cl)(C(F)(F)F)C(=O)N3)cc1 (centres undefined)	0%	-1%	-22%	1	10%	17%	-9%	17%	-21%
CCN(CC)C(=S)SCc1csc(CC(=O)Nc2ccccc2C)n1	4%	19%	-5%	0	3%	9%	4%	51%[activator]	9%
O=S(Cc1ccccc1)CC(O)(c1ccc(Cl)cc1)c1ccc(Cl)cc1 (centres undefined)	7%	-1%	-12%	4	-4%[57.1 µM]	-1%[57.1 µM]	-1%	36%	1%
O=S(=O)(Nc1ncccn1)c1ccc(NC(=S)NCc2cccnc2)cc1	i	-6%	-26%	4	8%[11.4 µM]	12%[11.4 µM]	9%	-20%	4%
CC(OC(=O)c1nn(C(C)C)c(=O)c2ccccc12)C(=O)Nc1ncc(Cl)cc1Cl (centres undefined)	1%	-3%	1%	0	-2%	3%	10%	18%	11%
